FUS yeast rescue: suppressors of FUS proteinopathy in yeast | 0.24% of 390,000 active | Potency, µM (highest dose often 76.6 µM), without a hit: at the highest dose growth rescue (activation), usual class: activators | S. cerevisiae FUS-expressing, growth rescue, OD600, 24 h;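 note: potency is the fitted concentration of half-maximal effect; plate controls were DMSO vehicle for no effect and reference control for full effect; nearly all actives have a fitted effect of over 55% in size; some results filed as inactive show a strong effect at the top dose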
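Absorbance at 600 nm, taken 24hr after compound addition, measured rescue of FUS-yeast growth at 30C. Induction used 2% galactose with seeding at OD 0.005. Controls: CP55940 from 92uM final, DMSO only.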
DRD3 antagonist: blocks the human D3 dopamine receptor; P35462; D3R cells, DiscoveRx beta-arrestin luminescence, antagonist mode; hits give low values; max response, negative = inhibition, %; 2.5% of 360,000 active; AID 652054; in the data active = max response below about -50%; inconclusive = no clear call, values can overlap the other calls; note: % is set by controls: 0 for no effect and ±100 for the full control effect; mostly tested at two doses, the higher about 12 µM
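Cells plated overnight at 1500 cells/well, then exposed to library compounds with dopamine controls for 90 minutes at 37 degrees C. DiscoveRx reagent added for 30–60 minutes at room temperature; luminescence read, quantitative HTS format.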
TDP-43 yeast inh: rescues yeast growth from TDP-43 toxicity | 1.8% of 410,000 active | Potency, µM (highest dose often 46.1 µM), for inactives: at the top dose growth rescue (activation), usual class: activators | TDP-43 expressing yeast growth rescue, BacTiter-Glo, 24 h; note: potency is the fitted concentration of half-maximal effect; % of control where 0% means no effect; nearly all actives have a fitted effect of over 50% in size
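Yeast cells expressing TDP-43 under galactose induction are exposed to compounds for 24 hr at 30 deg C. BacTiter-Glo luminescence measures growth, so protective compounds score as activators.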
DRD3 agonist: activates the human D3 dopamine receptor | AID 652048 | 0.58% of 410,000 active | D3R DiscoveRx beta-arrestin cells, luminescence, 90 min | max activation, % | P35462; in the data active = max activation above about 30%; note: 0% is about no effect; mostly tested at two doses, the higher about 12 µM
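Agonist-mode cell screen: cells plated at 1500/well and incubated overnight at 37 °C, then exposed to library compounds for 90 min at 37 °C. Detection reagent was added for 30–60 min at room temperature, and luminescence was read.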
aSyn rescue: rescues yeast growth from alpha-synuclein toxicity; Yeast expressing alpha-synuclein, growth rescue, BacTiter-Glo, 24 h; Potency, µM (series often up to 46.1 µM), for inactives: top-dose growth rescue (activation), usual class: activators; 0.14% of 370,000 active; note: potency is the fitted concentration of half-maximal effect; % of control where 0% means no effect; nearly all actives have a fitted effect of over 65% in size
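Screening used galactose-induced yeast with toxic alpha-synuclein levels, exposed to compound for 24 hr at 30 deg C. Cell growth, read with BacTiter-Glo luminescence, gave the measured signal.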
Abeta yeast res: compounds reversing amyloid beta toxicity in yeast; 0.063% of 410,000 active; yeast expressing A-beta42, growth rescue, OD600, 48 h; response scale: 0% DMSO, 100% iron-clioquinol control; Potency, µM (doses to about 46.1 µM), for inactives: at the highest dose growth rescue, hits mostly activators; note: potency is the fitted concentration of half-maximal effect; nearly all actives have a fitted effect of over 55% in size
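Yeast growth medium received pinned compounds, then yeast cells expressing toxic A-beta were added; plates incubated at 30 C for 48 hr. Growth read as absorbance at 600 nm, normalized to DMSO and equimolar FeCl3 plus clioquinol controls.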
EPAC2 antag: blocks human EPAC2 exchange factor | Q8WZA2 | EPAC2 GEF exchange of Rap1B-BODIPY-GDP, fluorescence | Potency, µM (doses to about 114 µM), for inactives: at the top dose activity, negative = inhibition, usual class: inhibitors | 0.18% of 360,000 active; note: potency is the fitted concentration of half-maximal effect; % is set by controls: 0 for no effect and ±100 for the full control effect; nearly all actives have a fitted effect of over 45% in size; many of its hits are not listed in these tables
Target sequence (Q8WZA2 whole entry, looked up): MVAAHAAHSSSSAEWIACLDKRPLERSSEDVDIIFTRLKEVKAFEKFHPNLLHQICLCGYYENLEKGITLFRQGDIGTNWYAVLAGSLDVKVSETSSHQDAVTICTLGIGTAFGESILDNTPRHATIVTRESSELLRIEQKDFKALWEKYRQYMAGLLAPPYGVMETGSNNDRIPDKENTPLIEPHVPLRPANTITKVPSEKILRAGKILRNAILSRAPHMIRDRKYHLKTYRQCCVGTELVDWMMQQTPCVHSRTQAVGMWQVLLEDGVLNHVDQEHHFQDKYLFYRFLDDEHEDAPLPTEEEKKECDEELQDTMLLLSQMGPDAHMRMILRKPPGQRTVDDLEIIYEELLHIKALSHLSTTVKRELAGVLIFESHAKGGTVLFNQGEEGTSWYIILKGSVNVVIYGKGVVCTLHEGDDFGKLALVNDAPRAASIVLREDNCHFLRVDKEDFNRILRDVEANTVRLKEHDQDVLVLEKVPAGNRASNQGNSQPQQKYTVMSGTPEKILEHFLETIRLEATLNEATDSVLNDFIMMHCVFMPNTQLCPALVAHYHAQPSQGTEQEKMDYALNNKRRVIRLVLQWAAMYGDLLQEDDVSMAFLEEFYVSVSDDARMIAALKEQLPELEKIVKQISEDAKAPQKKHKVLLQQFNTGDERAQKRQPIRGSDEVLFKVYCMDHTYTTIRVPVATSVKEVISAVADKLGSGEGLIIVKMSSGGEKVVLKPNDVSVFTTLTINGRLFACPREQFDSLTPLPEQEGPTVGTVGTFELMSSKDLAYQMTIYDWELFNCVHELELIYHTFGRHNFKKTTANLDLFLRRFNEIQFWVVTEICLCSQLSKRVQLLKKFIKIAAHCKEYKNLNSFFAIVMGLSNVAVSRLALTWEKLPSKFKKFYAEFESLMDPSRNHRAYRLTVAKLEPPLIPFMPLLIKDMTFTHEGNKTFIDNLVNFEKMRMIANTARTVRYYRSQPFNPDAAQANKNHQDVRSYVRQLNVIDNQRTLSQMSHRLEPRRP
EPAC2 agonist: activates human EPAC2 exchange factor. EPAC2 activation, biochemical qHTS; response scale: 100% = 6.5 mM cAMP response. Potency, µM (titrated, usually from 154 µM), inactives show at the top dose activation, most hits filed as activators. 0.079% of 360,000 active. AID 720711; note: potency is the fitted concentration of half-maximal effect; nearly all actives have a fitted effect of over 50% in size
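Exchange assay: 100 nM EPAC2 with 250 nM Rap1B-BODIPY-GDP and 50 uM GDP. Fluorescence (ex 480/em 540 nm) read every 5 min for 30 min at room temperature. Data normalized to 6.5 mM cAMP as agonist control.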
The depositor's hits bear a star; ? = inconclusive; nt = not tested or not shown; [ ] = another dose, or the depositor's remark. Unless noted, calls come from the whole dose curve; as a rule, active = well fitted curve in the direction sought with a large enough effect; inconclusive = small, poorly fitted or top-dose-only effect, or another doubt; inactive = no such curve, though single readings can be large; an effect the other way counts as inactive or inconclusive. The list is partial; rates above refer to the full screens.

Each structure is followed by: FUS yeast rescue, DRD3 antagonist, TDP-43 yeast inh, DRD3 agonist, aSyn rescue, Abeta yeast res, EPAC2 antag, EPAC2 agonist
Clc1ccccc1NN(Cc1ccncc1)c1ccccc1Cl
  7%, -3, ?, -6, 16%, -31%, ?, 17%
COc1cccc(NC(=O)CN(C2=NC3CS(=O)(=O)CC3S2)c2cccc(C)c2)c1 (stereo unspecified)
  -12%, -2, 4%, -3, -8%, -8%, 8%, 7%
CCCn1nnnc1NCc1c(F)cccc1Cl
  -14%, 8, -19%, 2, -3%, -17%, 17%[57.1 µM], 17%
CCOC(=O)C1=CC[C@H]2c3c(c4ccc(OC)cc4n3C)C(=O)C1N2S(=O)(=O)c1ccc(C)cc1
  ?, -28, 9%, -10, 10%, 6%, -7%, 0%
Cc1cc(C)nc(SCC(=O)N/N=C\C(Br)=C\c2ccccc2)n1
  3%, 1, -3%, 11, -1%, -12%, 11%, -5%
COc1ccc(N2CCN(C(=O)COCC(=O)O)CC2)cc1
  11%, 2, -11%[1.82 µM], 8, 5%, 1%, 5%, -6%
CCOc1ccc(CCNC(=O)CN2C(=O)NC3(CCCCCC3)C2=O)cc1OCC
  0%, -12, 9%, 0, 0%, -12%, -5%, -8%
Cc1ccc(C)c(N2CCN(C(=O)c3ccc(N4CCOCC4)c([N+](=O)[O-])c3)CC2)c1
  ?, -2, 0%, -6, 9%, 1%, -25%, 29%
COC(=O)c1cc(NC(=O)c2c(Cl)nc3sccn23)cc(C(=O)OC)c1
  3%, 14, 5%, -2, 1%, 8%, 4%, 4%
COc1ccc(/C=C2\SC(=N)N(c3ccc(F)cc3)C2=O)cc1OC
  -15%, -1, 18%, 3, -1%, 18%, 1%, 2%
COC(=O)/C=C1\N/C(=N/c2nc(C)c3cc(OC)ccc3n2)NC1=O
  37%, -8, 0%, 3, 1%, 2%, -3%, 9%
CCOC(=O)N1CCC(N2C(=O)c3ccc(C(=O)NCc4ccc(F)cc4)cc3C2=O)CC1
  -13%, -19, 17%, -2, ?, 1%, -2%, -9%
O=C(COC(=O)c1cncc(Br)c1)NCC1CCCO1 (stereo unspecified)
  -10%, 4, -3%, 4, 2%, 1%, 8%, -3%
Cc1ccc(CN2CC(C(=O)Nc3ccccc3N3CCCC3)CC2=O)cc1 (stereo unspecified)
  10%, 1, 1%, -15, 7%, 3%, -11%, -5%
c1ccc2c3c(c(CN4CCCC4)cc2c1)COC3
  -13%, ?, -13%, -17, 0%, -5%, 0%, -2%
CCCCOc1ccc(C2=NC(c3ccncc3)=Nc3ccc(OCC)cc3N2)cc1
  23%, nt, 27%, -8, nt, 7%, nt, nt
Cc1cc(C(=O)Nc2sc(C)c(C)c2C#N)c(C)o1
  23%, 13, -6%, 13, 1%, 5%, -1%, 10%
CCc1ccc(N2CSC3=C(C#N)C(c4cccs4)CC(=O)N3C2)cc1 (stereo unspecified)
  36%, -61*, 14%, 3, -42%[inhibitor], -38%[inhibitor], -1%, -1%
O=C(c1cccc(C(=O)N2CCN(c3ncccn3)CC2)c1)N1CCN(c2ncccn2)CC1
  4%, 53, 4%, 7, 0%, 8%, 13%, 0%[15.6 µM]
COc1cccc(C2C(C#N)=C(N)OC(C(C)(C)C)=C2C#N)c1 (stereo unspecified)
  14%, -1, -22%, -10, 1%, -1%, -3%, 14%
CC(C)(C)NC(=O)C(=O)NNC(=O)c1ccccc1Br
  -13%, 1, -5%, 1, 0%, -5%, 2%, 9%
O=C(NCc1ccccc1)C1C(c2ccc3c(c2)OCO3)=Nc2ccccc2N1C(=O)c1cccc2ccccc12 (stereo unspecified)
  24%, -2, ?, -2, 8%, 20%, 4%, 13%
CCCCNC(=S)N(C)/N=C/c1ccc(OCC(=O)Nc2ccc(OC)cc2)c(OC)c1
  42%, 34, -7%, 9, 1%, -7%, -18%, 6%
CN1CCC(=NNC(=O)CSc2ccc(Cl)cc2)CC1
  13%, -9, -17%, 4, -4%, -7%, -3%, 5%
COc1ccc(NS(=O)(=O)c2ccc(OCC(=O)N3CCCC3)cc2)cc1
  14%, -22, -3%, 7, 3%, 19%, 1%, -11%
CCc1nc(C(N)=O)c2[nH]c(=O)n(-c3ccccc3F)c2n1
  -8%, 11, 5%, 11, ?, -15%, 2%, 4%
CC1CCCCC1NC(=O)c1ccc(S(=O)(=O)NNC(=O)c2ccncc2)cc1 (stereo unspecified)
  15%, 3, 6%, 7, 0%, -7%, 4%, 2%
CCC/C=C1/CCCOC(C(=O)NCc2ccc(S(C)(=O)=O)cc2)(C(F)(F)F)C1 (stereo unspecified)
  -15%, 14, 26%, 14, 11%, 4%, -9%, -1%
CCOC(=O)c1cnc2c(Cl)cc(Cl)cc2c1Nc1ccccc1OC
  -10%, nt, 11%, -4, -5%, -13%, nt, nt
Cc1cnn(CCC(=O)NNC(=S)Nc2ccccc2)c1
  15%, ?, -20%, 0, -17%, 11%, 13%, 1%
Cn1nnnc1SCC(=O)Nc1nc2ccccc2s1
  0%, 15, -4%, 2, 1%, -13%, 3%, 0%
COCCNS(=O)(=O)c1cc(OC)c(C)cc1C
  -46%[inhibitor], -18, -3%, -10, 0%, -6%, 3%, 6%
CCCNCc1cc(Br)ccc1OCC(=O)NCCc1ccccc1
  nt, -28, -21%, -18, -1%, -12%, 5%, 2%
CC(=O)c1ccc(S(=O)(=O)N(C)C(C)CCc2ccco2)cc1 (stereo unspecified)
  -9%, 2, 7%, -3, 19%, 5%, -9%, 11%
CCOc1ccc(NC(=O)c2ccc(NCC(=O)N3CCCCCC3)cc2)cc1
  4%, -5, 7%, 1, -2%, -14%, 4%, 0%
Cc1cccc(Oc2ccc(NC(=O)c3ccccc3C(=O)O)cc2)c1
  2%, 12, 9%, -1, 4%, -5%, -4%, -6%
O=C(Nc1ccccc1)C1CCCN1/C=C/C(=O)C(F)(F)F (stereo unspecified)
  6%, -24, -16%, -2, -4%, -7%, -3%, 14%
CC(=O)c1sc(Nc2cccc(C)c2)nc1C
  5%, 4, 7.1µM*, 1, 0%, 11%, 2%, -10%
CCN(CC)CCNc1c(C)cc(CO)c(Cl)c1C
  0%, ?, 3%, -17, -2%, -3%, 1%, 6%
COc1cc(OC)cc(C(=O)N2CCC3(CC2)NCCc2[nH]cnc23)c1
  -21%, 12, -2%, 7, -1%, 8%, -5%, 2%
Cc1ccc2c3c([nH]c2c1C)-c1nonc1CC3
  -6%, 29, 11%, 1, 1%, -24%, -6%, -7%
CCOC(=O)c1ccccc1NC(=O)CSc1ccc(-c2ccccn2)nn1
  26%, 16, ?, 7, 1%, -10%, -14%, 15%
Cc1ccc(C)c(NC(=O)CN(C)C(=O)CN2C(=O)C3CCCCC3C2=O)c1 (stereo unspecified)
  -24%, -9, -5%, -6, -5%, 3%, 14%, 6%
CC(C)c1ccc(NC(=O)COC(=O)c2ccc(CN3CCCC3=O)cc2)cc1
  17%, -7, -1%, -15, -1%[1.84 µM], -4%, 5%, -2%
COc1ccc(CCNC(=O)c2c(C)oc3nc(C)nc(N4CCOCC4)c23)cc1OC
  2%, nt, 0%, 2, nt, -8%, nt, nt
O=c1[nH]cnc2scc(C3COc4ccccc4O3)c12 (stereo unspecified)
  13%, -18, ?, -2, 8%, -5%, -5%, 4%
Cc1cc(N2CCN(C(c3ccnc4ccccc34)c3nnnn3-c3c(C)cccc3C)CC2)c2ccccc2n1 (stereo unspecified)
  32%, 0, 18%, -11, 1%, -6%, 7%, 14%
CCCC(=O)c1cc(F)c(N2CCN(S(=O)(=O)c3ccccc3)CC2)cc1C
  13%, 11, -16%, 0, 3%, 2%, -2%, -4%
COc1ccc(/C=N/N=C2/CC(C)(C)Cc3n[nH]c(=O)cc32)cc1
  5%, 1, -9%, 0, -1%, -7%, 29%, -1%
Cc1cc(C)n2c(SCc3ccc(Cl)cc3Cl)nnc2n1
  0%, -6, 0%, 6, -7%, -9%, 22%, 0%
CCC1(C)Cc2c(sc3nnn(CC(=O)Nc4ccc(Cl)cc4)c(=O)c23)CO1 (stereo unspecified)
  30%, ?, -3%, -38, 21%, 5%, -11%, 21%
Cc1cc(C)c(S(=O)(=O)Nc2nnc(C)s2)c(C)c1
  0%, 0, 7%, 3, -5%, -8%, -5%, 4%
O=C(Nc1ccccc1C(F)(F)F)NC1(C(=O)N2CCOCC2)CCCCC1
  31%, 19, -53%[inhibitor], 27, 3%, -11%, -19%, -1%
Cc1ccc(/C(N)=N/OC(=O)C23CC4CC(CC(C4)C2)C3)cc1
  4%, 7, 2µM*, 0, 5%, 0%, -11%, 4%
COC(=O)c1ccc2[nH]c(C(C)(C)O)c(C)c2c1
  -5%, 4, 0%, 0, -8%, 4%, -10%, 0%
O=S(=O)(c1ccc(-c2cnc(C3CC3)o2)cc1)N1CCN(c2ccccc2F)CC1
  1%, nt, 12%, -17, nt, -10%, nt, nt
c1cncc(-c2nnc(-c3ccco3)o2)c1
  22%, -108*, -22%, 2, 1%, 6%, -5%, 6%
Cc1ccc(SCc2nc(-c3ccc(C(=O)NCCc4ccc(Cl)cc4)cc3)oc2C)cc1
  3%, nt, 11%, -7, nt, -9%, nt, nt
COc1cccc(/C=C/C(=O)NCc2cn3cc(Cl)ccc3n2)c1OC
  14%, -12, -11%, -7, 1%, -11%, -12%, 13%
O=C(/C=C/c1ccc(Cl)cc1)NCc1cccs1
  4%, -19, -5%, -5, 10%, 13%, -1%, 13%

Shown with bars between the fields: 2 of the compounds above.
structure | FUS yeast rescue | DRD3 antagonist | TDP-43 yeast inh | DRD3 agonist | aSyn rescue | Abeta yeast res | EPAC2 antag | EPAC2 agonist
Cc1ccc(CN2CC(C(=O)Nc3ccccc3N3CCCC3)CC2=O)cc1 (stereo unspecified) | 10% | 1 | 1% | -15 | 7% | 3% | -11% | -5%
Clc1ccccc1NN(Cc1ccncc1)c1ccccc1Cl | 7% | -3 | ? | -6 | 16% | -31% | ? | 17%

New compounds follow:
Each structure is followed by: FUS yeast rescue, DRD3 antagonist, TDP-43 yeast inh, DRD3 agonist, aSyn rescue, Abeta yeast res, EPAC2 antag, EPAC2 agonist
c1ccc(N2CCN(Cc3ccc4c(c3)OCO4)CC2)nc1
  -16%, ?, -6%, 47*, 1%, -9%, 6%, 2%
Cc1ccc(/C=N/NC(=O)CNC(=O)Cc2ccccc2)o1
  -6%, 4, 18%, -4, 0%, 2%, 2%, -6%
Cc1cc(C)cc(NC(=O)N2CCC(CN3CCCCCC3)CC2)c1
  21%, nt, 16%, -4, nt, -15%, nt, nt
CCOC(=O)N1CCN(CC(O)COc2ccccc2C(C)CC)CC1 (stereo unspecified)
  -17%, 60, -1%, 1, 5%, -4%, 0%, 8%
